Assay outcomes as filed in PubChem BioAssay.
XIAP displacement = small molecules displacing peptide from XIAP – biochemical, IAP family, fluorescence polarization (AID 1018) | XIAP BIR domain, fluorescence polarization peptide displacement; higher % means a stronger effect | hit rate 0.007% among 200,000 | displacement, % at 20 µM, or IC50 in µM where a hit was titrated; in the data active = displacement above about 50%; note: a part of the inactive calls stands beside numbers as strong as those of hits
RSV CPE inhibition = inhibition of RSV-induced cytopathic effect – HEp-2 cells, primary 10 µM value included (AID 2391); HEp-2 cells, RSV-induced CPE inhibition; higher % means a stronger effect; one-dose CPE inhibition, % at 10 µM; IC50 in µM for titrated hits; hit rate 0.13% among 310,000; in the data active = a potency from the dose series; note: strong numbers were not always called active
HIV peptide binding = cell-free HIV fusion peptide-binding blockers – biochemical, uHTS, fluorescence dequenching, primary screen (AID 1986); cell-free peptide binding, fluorescence dequenching, 30 min; higher % means a stronger effect; inhibition, % at 20 µM; hits with a dose series show IC50 in µM; hit rate 0.3% among 290,000; in the data active = inhibition mostly above about 52%, no sharp cut-off; inactive = mostly below about 76%; note: some results filed as inactive read as strong as hits
AID2073 = disruptors of CaV2.2 binding to Mint1 – biochemical, HTRF (AID 2073). hit rate 0.19% among 290,000. one-dose inhibition, % at 20 µM; IC50 in µM for titrated hits. HTRF protein-protein interaction, Mint1-CaV2.2; higher % means a stronger effect; in the data active = inhibition mostly above about 51%, no sharp cut-off; note: some results filed as inactive read as strong as hits
Rac1 GTP hydrolysis = MgcRacGAP GTPase-activating activity inhibitors, confirmation, biochemical, ADP Hunter fluorescence; hit rate 0.6% among 340,000; MgcRacGAP-stimulated Rac1 GTP hydrolysis, ADP Hunter fluorescence; higher % means a stronger effect; GST-tagged Rac1 F28L mutant substrate; inhibition, % at 30 µM, or IC50 in µM where a hit was titrated;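 active = first-screen hits whose inhibition reached a set limit at any dose in the follow-up dose series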;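 note: fluorescence reports GDP produced by GAP-driven GTP hydrolysis; strong numbers were not always called active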
SIAH1 antagonists = Siah-1 peptide-binding antagonists, primary screen, biochemical, fluorescence polarization, rhodamine-plectin, uHTS (AID 1817); Siah-1 / rhodamine-plectin peptide fluorescence polarization; higher % means a stronger effect; displacement, % at 20 µM; hits with a dose series show IC50 in µM; hit rate 0.02% among 290,000;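 active = displacement of at least 50% at 20 µM, with a fluorescence ratio check between 0.3 and a set limit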;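 note: plate controls were Siah plus tracer with DMSO for no effect and tracer alone without Siah for full effect; strong numbers were not always called active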
LYP inhibition = PTPN22 lymphoid phosphatase activity blockers – biochemical, fluorescence intensity, uHTS (AID 1779) | recombinant LYP phosphatase, fluorescence intensity; higher % means a stronger effect | inhibition, % at 11.5 µM, or IC50 in µM where a hit was titrated | hit rate 0.054% among 290,000; in the data active = inhibition above about 50%;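 note: plate controls were vehicle with enzyme for no effect and no enzyme for full effect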
Large T inhibition = TAg ATPase/helicase activity blockers – biochemical (AID 1903); SV40 large T antigen ATPase/helicase inhibition assay; higher % means a stronger effect; one-dose inhibition, % at 20 µM; IC50 in µM for titrated hits; hit rate 0.39% among 310,000; in the data active = a potency from the dose series; note: strong numbers were not always called active
Dengue-2 NS5 capping = Dengue-2 NS5 methyltransferase inhibitors, primary screen, biochemical, confirmation dose response (AID 588689); Dengue-2 NS5 methyltransferase capping enzyme assay, biochemical; higher % means a stronger effect; one-dose inhibition, % at 25 µM; IC50 in µM for titrated hits; hit rate 0.3% among 340,000; in the data active = a potency from the dose series
Dengue-2 NS5 capping pilot replicate = recorded beside Dengue-2 NS5 capping, whose call it bears; inhibition, %; measured here: pilot screen replicate inhibition
Numbers without * were called inactive; . = not tested or not shown; & = joins results of further samples.

SMILES	XIAP displacement	RSV CPE inhibition	HIV peptide binding	AID2073	Rac1 GTP hydrolysis	SIAH1 antagonists	LYP inhibition	Large T inhibition	Dengue-2 NS5 capping	others
COc1cccc(-c2nnc(SC(C(=O)c3c[nH]c4ccccc34)c3ccccc3)n2C)c1 (configuration not stated)	-4.1%	8.2%	-1.3%	-12%	4%	2%	1%	15%	-6%
CN(CC(=O)O)S(=O)(=O)c1ccc2[nH]c(=O)c(=O)[nH]c2c1	.	1.9%	-1.5%	16%	7%	-7%	-2%	4%	5%
CC1(C(=O)OCC(=O)Nc2cccc(S(=O)(=O)NC3=NCCCCC3)c2)CC1(Cl)Cl (configuration not stated)	-4.3%	0.7%	1.1%	-7%	-1%	1%	-2%	6%	-1%
CC1(NC(=O)N2CCCCC2)CCS(=O)(=O)C1 (configuration not stated)	-5.7%	-2.0%	-0.6%	-3%	6%	3%	-8%	2%	8%	Dengue-2 NS5 capping pilot replicate=-4.5
Cc1ccc(C)c(OCCC(=O)OCC(=O)NC(=O)NC2CCCC2)c1	.	-0.2%	.	.	-2%	.	.	13%	1%
CCOC(=O)c1c(C)oc2cc(Br)c(OC(=O)N3CCOCC3)cc12	-5.5%	7.2%	-1.8%	-2%	4%	6%	4%	14%	-8%
CCN(CC)C(=O)c1cc2c(=O)n3cccc(C)c3nc2n1C	1.3%	3.2%	0.4%	21%	5%	5%	-4%	-4%	-11%
CCOC(=O)Cn1ccc(NC(=O)c2ccc(F)cc2)n1	.	1.6%	-1.1%	1%	10%	8%	-9%	9%	2%
CCC(C)N(C(=O)CSc1nnc(NC(C)C)s1)C1CCS(=O)(=O)C1 (configuration not stated)	.	4.5%	.	.	5%	.	.	7%	-2%
Nc1cccc2c3c(oc12)CCCC3	.	1.2%	-2.8%	48%	13%	3%	-13%	5%	-5%
O=C(COC(=O)c1ccco1)c1ccc(S(=O)(=O)N2CCCCC2)cc1	.	2.8%	-0.4%	10%	5%	0%	-7%	4%	-5%
O=C(C1=C[C@H](c2ccccc2)C[C@H](OCc2ccc(CO)cc2)O1)N1CCCCCCC1	-7.4%	.	1.0%	8%	.	-2%	1%	-2%	.
O=C(CCC1CCCN(C(=O)c2ccc3[nH]ccc3c2)C1)N1CCN(c2ccccn2)CC1 (configuration not stated)	-3.0%	3.4%	1.5%	0%	4%	1%	-12%	23%	-11%
COc1ccc(/C=C/C(=O)c2oc3ccc(F)cc3c2C)cc1	-3.5%	11%	3.3%	-5%	5%	9%	-5%	3%	1%
CC(C)NC(=S)N/N=C/c1ccc(C(C)(C)C)cc1	-1.2%	13%	-1.4%	2%	-3%	0%	10%	8%	-4%
O=C(COc1ccc2ccc(=O)oc2c1)NC(Cc1ccc(Cl)cc1)C(=O)O (configuration not stated)	.	-0.2%	1.9%	2%	1%	6%	-4%	2%	-3%
O=C(N/C(=C\c1ccccc1)C(=O)N1CCOCC1)c1ccc(Br)o1	.	-0.5%	-1.1%	10%	4%	-2%	-4%	-4%	3%
CC1(C)COC(c2cc([N+](=O)[O-])ccc2Cl)=N1	-4.8%	0.4%	1.1%	-4%	5%	-6%	-4%	16%	-9%
CC(O)(C#CCN1CCCCC1)c1ccccc1 (configuration not stated)	-2.5%	1.6%	0.3%	-6%	11%	1%	-5%	6%	-1%
CCN(CC)C1CC(=O)N(c2ccc(Br)cc2)C1=O (configuration not stated)	.	0.6%	3.7%	5%	6%	3%	3%	12%	-14%
Cc1ccccc1-c1nc(CN2CCC(C(=O)N3CCC(C(N)=O)CC3)CC2)c(C)o1	2.9%	0.3%	2.6%	-6%	9%	7%	-2%	12%	-3%
CC(C)(CO)CNC(=O)CCc1nnc(Cc2ccc(-c3ccccc3)cc2)o1	-12%	0.0%	0.0%	-2%	6%	14%	-2%	8%	-6%
Cc1ccc(OCC(O)CN2CCN(c3ccc(C)cc3)CC2)cc1 (configuration not stated)	.	0.5%	-2.0%	12%	2%	2%	0%	9%	-12%
CC1CC(C)CN(S(=O)(=O)c2cccc3cccnc23)C1 (configuration not stated)	-6.7%	0.2%	-3.4%	5%	2%	-2%	-6%	2%	-4%
C=CCn1c(=O)c2ccccc2n2c(SCC(=O)/C(C#N)=C(\C)N)nnc12	-2.8%	1.3%	1.1%	20%	-5%&9%	-4%	-9%	-5%	2%&-1%
Next section
SMILES	XIAP displacement	RSV CPE inhibition	HIV peptide binding	AID2073	Rac1 GTP hydrolysis	SIAH1 antagonists	LYP inhibition	Large T inhibition	Dengue-2 NS5 capping	others
Cc1onc(-c2cccc(Cl)c2Cl)c1C(=O)O/N=C(\N)c1ccc([N+](=O)[O-])o1	.	20%	-1.3%	2%	9%	2%	-1%	9%	5%
CC1(C)CC(=O)C=C(Nc2ccccc2N)C1	.	-0.5%	-0.9%	10%	-7%	5%	-10%	11%	20%
CCOc1ccccc1NC(=O)C1C2CCC3C(CCC21)C3(Cl)Cl (configuration not stated)	-1.2%	8.8%	-0.7%	-1%	1%	10%	7%	2%	1%
CCc1ccc(NCCC(=O)c2ccc(Cl)cc2)cc1	-2.6%	1.7%	1.6%	12%	6%	0%	-2%	-6%	-1%
CSCCC(NC(=O)COc1ccccc1)C(=O)NCc1cccs1 (configuration not stated)	.	1.5%	1.8%	9%	8%	0%	-10%	3%	1%
Nc1nc(N2CCN(Cc3ccccc3)CC2)n[nH]1	-9.0%	0.2%	0.5%	0%	6%	1%	-10%	0%	-9%
CCn1cc(CNC(=S)Nc2cccc(Cl)c2C)cn1	-3.6%	0.1%	-0.9%	-11%	-10%	-2%	-4%	11%	-11%
Oc1c(CN2CCOCC2)ccc2ccccc12	-2.4%	.	-0.4%	3%	7%	12%	-7%	.	-3%
CC(C)(C)C(=O)Nc1ccc(N2CCN(S(C)(=O)=O)CC2)cc1	-10%	-1.0%	0.9%	10%	0%	2%	-6%	-6%	-1%
CC/C(=N\NC(=O)c1ccc(CN(C)S(=O)(=O)c2ccc(C)cc2)cc1)c1ccc(OC(F)F)cc1	-4.7%	9.7%	0.0%	2%	3%	8%	-7%	12%	-6%
CC1(C)CC(=O)CC(C2(O)C(=O)N(Cc3ccccc3)c3ccccc32)O1 (configuration not stated)	-4.0%	4.3%	-0.3%	14%	-6%	-6%	-11%	6%	-4%
COc1ccc(-c2nnc(SCCc3ccccc3)n2N)cc1	-5.7%	0.9%	1.7%	-5%	7%	4%	-1%	5%	-1%
CC1(C)Cc2c(cnn2-c2cccc(F)c2)C(NC(=O)Cn2cccn2)C1 (configuration not stated)	.	0.0%	1.7%	4%	5%	1%	-4%	15%	-4%
O=C(c1ccc([N+](=O)[O-])s1)N1CCN(c2ccccc2)CC1	-7.7%	1.0%	0.1%	5%	-32%	2%	-4%	9%	-4%
CC(CCc1ccccc1)NC(=O)C(=O)NCc1ccccc1 (configuration not stated)	-7.9%	0.7%	-1.1%	5%	1%	4%	-12%	10%	1%
CN(C)C(=O)C1CCC(=O)N1Cc1cccs1 (configuration not stated)	-7.7%	3.2%	0.5%	4%	8%	-5%	2%	4%	-12%
Cc1ccc(C)c(S(=O)(=O)N2CCN(C(=O)CSc3ccccc3)CC2)c1	.	1.5%	-0.4%	-15%	9%	2%	-8%	9%	-2%
Cc1ccc(/C=C2\S/C(=N/S(=O)(=O)c3cccs3)NC2=O)cc1	.	5.3%	48%	0%	7%	4%	1%	17%	72µM*
Cc1ccc(NS(=O)(=O)c2cc(Br)cnc2N)c(Cl)c1	.	2.0%	3.4%	-4%	-3%	-2%	-9%	8%	2%
CCc1ccc(N/C(N)=N/c2nc(CSc3ccccn3)cc(=O)[nH]2)cc1	-5.2%	9.7%	-0.5%	11%	.	3%	6%	5%	.
C/C(=N\N=C1\NC(=O)C(CC(=O)Nc2ccc(C)c(Cl)c2)S1)C(C)(C)C (configuration not stated)	-3.8%	54%	8.5%	18%	12%	-2%	7%	2%	-1%
CCn1c(=O)cc(SCC(=O)Nc2ccc(C)cn2)c2ccccc21	-8.8%	-0.8%	-0.5%	13%	4%	2%	3%	1%	-1%
COc1ccccc1CCNC(=O)CCn1nc(C)c2c(C)n(-c3ccccc3)nc2c1=O	.	2.8%	1.7%	12%	14%	3%	-3%	11%	-2%
COC(=O)c1cc(Br)c(=O)n(-c2ccccc2F)c1	0.1%	1.7%	0.4%	19%	-2%	0%	0%	0%	1%
COc1ccccc1N1CCN(C(=O)CSc2nc(C)cc(=O)[nH]2)CC1	-5.9%	-0.3%	1.3%	20%	8%	26%	-7%	1%	2%
Other entries follow:
SMILES	XIAP displacement	RSV CPE inhibition	HIV peptide binding	AID2073	Rac1 GTP hydrolysis	SIAH1 antagonists	LYP inhibition	Large T inhibition	Dengue-2 NS5 capping	others
CCN(CC)S(=O)(=O)c1ccc2oc(C(=O)NC3CCCc4ccccc43)c(C)c2c1 (configuration not stated)	-4.6%	4.0%	-0.5%	14%	8%	-1%	3%	15%	-4%
C[C@H](NC(=O)CCn1nnc2ccccc2c1=O)C(=O)O	.	0.2%	-1.0%	1%	9%	-4%	0%	14%	1%
Cc1ccc(C(C(=O)NC2CCCC2)N(Cc2cccnc2)C(=O)c2snc(C(N)=O)c2N)o1 (configuration not stated)	-7.1%	-1.1%	-1.5%	19%	-5%	1%	-2%	9%	0%
COc1cc(-c2nnc(SCC#CCO)o2)cc(OC)c1OC	-1.5%	0.1%	-1.0%	-2%	3%	4%	-5%	9%	-12%
Cc1cc(C)cc(NC(=O)CCNC(=O)c2ccc([N+](=O)[O-])cc2)c1	.	2.1%	0.4%	4%	0%	2%	-8%	3%	-5%
Cc1cc(C(=O)NCC2CCCCC2)ccc1[N+](=O)[O-]	.	2.3%	-1.9%	2%	7%	3%	-8%	4%	1%
Cc1ccc(-c2cn(C[C@H]3CC[C@@H]([C@@H]4CC[C@H](Cn5cc(-c6ccc(C)cc6)nn5)O4)O3)nn2)cc1	.	0.3%	0.2%	15%	10%	7%	-10%	16%	0%
Cn1nc(C(=O)NC2CCCCC2)c2c1-c1ccccc1SC2	.	2.6%	-1.2%	-9%	9%	18%	-7%	5%	1%
COc1ccccc1CCN1C(=S)NC(C)(C)CC1(C)O (configuration not stated)	0.8%	2.0%	-3.6%	-4%	6%	-1%	-4%	9%	-1%
COc1ccc(CCNC(=O)CCn2c(SCC(=O)N3CCCC3)nc3ccccc3c2=O)cc1OC	.	0.8%	-0.7%	10%	12%	0%	-5%	6%	-9%
Cc1cc(C)nc(SCc2ccc(C(=O)O)o2)n1	-3.9%	0.9%	-0.1%	-8%	9%	0%	-1%	5%	-2%

Gathered by group: the compounds so far with a COOH group
SMILES	XIAP displacement	RSV CPE inhibition	HIV peptide binding	AID2073	Rac1 GTP hydrolysis	SIAH1 antagonists	LYP inhibition	Large T inhibition	Dengue-2 NS5 capping	others
CN(CC(=O)O)S(=O)(=O)c1ccc2[nH]c(=O)c(=O)[nH]c2c1	.	1.9%	-1.5%	16%	7%	-7%	-2%	4%	5%
O=C(COc1ccc2ccc(=O)oc2c1)NC(Cc1ccc(Cl)cc1)C(=O)O (configuration not stated)	.	-0.2%	1.9%	2%	1%	6%	-4%	2%	-3%
C[C@H](NC(=O)CCn1nnc2ccccc2c1=O)C(=O)O	.	0.2%	-1.0%	1%	9%	-4%	0%	14%	1%
Cc1cc(C)nc(SCc2ccc(C(=O)O)o2)n1	-3.9%	0.9%	-0.1%	-8%	9%	0%	-1%	5%	-2%
